MITF primary: MITF inhibitors, primary screen, biochemical, AlphaScreen, human; Microphthalmia-associated transcription factor (Homo sapiens), O75030; AlphaScreen MITF homodimerization, bead proximity signal; inhibition, % at 2.6 µM; 0.91% of 650,000 active; in the data active = inhibition above about 50%;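 also: 0% = vehicle wells with protein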
Target sequence (O75030 whole entry, looked up): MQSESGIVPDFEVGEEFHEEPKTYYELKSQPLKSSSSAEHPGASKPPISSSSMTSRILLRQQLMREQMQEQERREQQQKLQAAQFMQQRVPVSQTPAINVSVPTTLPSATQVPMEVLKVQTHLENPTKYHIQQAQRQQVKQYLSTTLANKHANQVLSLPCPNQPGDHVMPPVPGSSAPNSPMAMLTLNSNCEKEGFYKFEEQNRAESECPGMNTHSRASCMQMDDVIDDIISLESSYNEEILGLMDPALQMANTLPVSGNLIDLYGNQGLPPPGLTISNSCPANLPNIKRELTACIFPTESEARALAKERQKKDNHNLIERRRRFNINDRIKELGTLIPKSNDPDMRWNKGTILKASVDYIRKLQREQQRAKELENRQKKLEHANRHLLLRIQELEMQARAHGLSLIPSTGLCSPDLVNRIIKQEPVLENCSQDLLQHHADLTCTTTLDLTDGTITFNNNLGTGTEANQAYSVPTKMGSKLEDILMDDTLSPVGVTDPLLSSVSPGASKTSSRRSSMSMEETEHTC
TEAD-YAP block: TEAD-YAP interaction inhibition, primary screen, TEAD-YAP interaction inhibitor project, luminescence, HEK-TIYL cells; TEAD-Gal4/YAP UAS-luciferase luminescence; inhibition, % at 9.12 µM; 1.4% of 640,000 active; in the data active = inhibition above about 32%;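 also: 0% = median of test compound wells and 100% = reference inhibitor wells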
FBW7 act: FBW7 E3 ligase activators, primary screen, biochemical, AlphaScreen, human. AlphaScreen FBW7–phospho-cyclin E peptide binding, activator screen. normalized activity (activation), % at 26.1 µM. 0.13% of 650,000 active; in the data active = normalized activity above about 1.9%;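 also: purified mutant Fbw7 with reduced substrate affinity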
GPR151 activ: activators of human GPR151, primary screen, cell-based, PathHunter beta-arrestin, luminescence. PathHunter beta-arrestin GPR151 cells. 1% of 650,000 active. activation, % at 11.2 µM; in the data active = activation above about 4.9%;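 also: 0% = median of compound wells and 100% = cells with positive control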
Target sequence (Q8TDV0 whole entry, looked up): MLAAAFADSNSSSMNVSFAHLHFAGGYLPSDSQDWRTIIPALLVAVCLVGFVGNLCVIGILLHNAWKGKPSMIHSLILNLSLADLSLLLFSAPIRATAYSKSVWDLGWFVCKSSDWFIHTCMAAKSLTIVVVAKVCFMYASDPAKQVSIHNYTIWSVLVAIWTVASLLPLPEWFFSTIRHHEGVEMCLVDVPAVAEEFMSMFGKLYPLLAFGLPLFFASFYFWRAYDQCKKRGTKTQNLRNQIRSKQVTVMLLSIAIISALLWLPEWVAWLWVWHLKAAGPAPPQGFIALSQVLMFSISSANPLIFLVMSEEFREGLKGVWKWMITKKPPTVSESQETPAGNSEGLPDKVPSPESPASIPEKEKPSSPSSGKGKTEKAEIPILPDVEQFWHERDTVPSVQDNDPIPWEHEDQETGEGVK
* hit, by the source's call.

SMILES	MITF primary	TEAD-YAP block	FBW7 act	GPR151 activ
COc1ccc(OCC(=O)N/N=C/c2cc(Cl)ccc2O)c(Br)c1	-6	6	-0.1	-0.1
CC(=O)C1=C(C)NC(=S)NC1C (centres undefined)	3	-8	-0.2	-0.2
On1cc/c(=N\N=C\c2ccc(F)cc2)c2ccccc21	-4	-34	0.1	-0.9
CCOC(=O)c1ccc(NC(=O)CN(c2cc([N+](=O)[O-])ccc2C)S(C)(=O)=O)cc1	9	-7	-0.2	-0.4
CC(C)(C)c1cc(C(=O)N/N=C\c2ccccc2Br)n[nH]1	11	-30	1.0	1.5
NC(=O)C1CCN(C(=O)C2CCN(c3ncnc4c3sc3cccc(F)c34)CC2)CC1	-2	10	0.1	0.7
CCCCOc1ccc(CN2CCCC(CO)C2)cc1 (centres undefined)	18	7	0.4	-1.8
CC(=NCCCn1cnc2c1c(=O)n(C)c(=O)n2C)N(C)C	14	-2	0.0	6.4*
CCOC(=O)C1CCCN(C(=O)c2ccc([N+](=O)[O-])cc2Cl)C1 (centres undefined)	-1	7	-0.1	-0.3
CCOC(=O)C(Sc1nc2c(cc1C#N)CCCC2)C(C)=O (centres undefined)	4	-40	0.4	-0.7
COC(=O)C1=C(C)Nc2c(c(=O)n(C)c(=O)n2C)C1c1ccccc1Cl (centres undefined)	-10	9	0.0	4.0
O=C(CN(C(=O)c1csnn1)c1ccc(F)c(Cl)c1)NCc1ccc2c(c1)OCO2	-10	-5	-0.1	0.1
CCCn1cnc2cc(NCc3cccc(OC)c3)ccc21	-7	-39	-0.2	-0.6
COC(=O)c1ccc(/C=N/Nc2nnc3c(n2)[nH]c2ccccc23)cc1	7	6	-0.1	0.4
COc1ccc(-c2ccc(NCCCN(C)C)nc2)cn1	19	-2	0.0	-0.8
CCOC(=O)C1(CCOC)CCN(C(C)Cc2ccc(Cl)cc2)CC1 (centres undefined)	9	0	-0.2	0.7
O=C(NCc1ccccc1Cl)C1CCC(Cn2c(SCc3cc(=O)n4ccccc4n3)nc3ccccc3c2=O)CC1 (centres undefined)	12	3	0.2	0.4
Cc1cc(Br)ccc1NS(=O)(=O)N(C)C	-7	1	0.0	0.2
O=C(CSc1nnc(-c2ccc(Cl)cc2)c(-c2ccc(Cl)cc2)n1)NCCC1=CCCCC1	3	8	0.0	-1.0
C[C@H]1NC(=O)[C@@H]2C[C@H](NCc3nc4ccccc4s3)CN2C1=O	0	-6	0.6	-1.3
COc1ccc(-c2cnn(-c3ccccc3)c2)cc1	11	-52	0.4	-4.2
O=C(Nc1cccc(-c2nc3ccccc3c(=O)o2)c1)c1ccco1	-9	3	0.0	-0.3
CCOC(=O)N1CCN(C(c2ccc(Br)cc2)c2sc3nc(CC)nn3c2O)CC1 (centres undefined)	10	9	-0.1	0.1
O=C1CC2(CCCCC2)c2ccccc21	-14	-10	-0.2	0.6
O=C(CCS(=O)(=O)c1cccc2nonc12)Nc1cccc(F)c1	20	-6	0.1	-0.9
New compounds follow
SMILES	MITF primary	TEAD-YAP block	FBW7 act	GPR151 activ
CC(C)NC(=O)C1c2ccccc2C(=O)N(C)C1c1cn(C)c2ccccc12 (centres undefined)	14	6	0.6	-0.8
COc1ccc(Cl)cc1C(=O)NNC(=O)c1ccc(F)cc1F	-6	-11	0.0	2.7
COc1ccc(-c2cncc(-c3cc(NCc4ccccc4)nc(C)n3)c2)cc1	10	7	0.1	1.7
CCOc1ccccc1OCCn1c(-c2ccc(Cl)cc2)nc2ccccc2c1=O	-6	1	-0.1	2.3
CCN(CC)CCCNc1ncnc2c1cnn2C	-9	-1	-0.1	0.2
O=C(NC1CCN(S(=O)(=O)c2ccc([N+](=O)[O-])cc2)CC1)c1cccnc1	2	4	0.0	0.0
COC(=O)C(NC(=O)Nc1ccc(Cl)cc1Cl)c1ccccc1 (centres undefined)	1	4	-0.1	-0.2
Cc1ccc(NC(=O)CSc2cn(Cc3cccc(F)c3)c3ccccc23)c(C)c1	-3	3	-0.1	-0.6
OC1C2CC3CN(C(=S)Nc4ccccc4)C1C3C2 (centres undefined)	13	-5	0.0	2.9
CS(=O)(=O)c1cc(Cl)ccc1CN1CCc2nc3nc(N)ccc3cc2C1	15	-3	0.5	-1.8
CCC(=O)N1c2ccccc2NC(=O)CC1C (centres undefined)	5	-3	0.0	-0.7
CCc1ccc(C2C(C(=O)Nc3ccccc3)C(C)Nc3ncnn32)cc1 (centres undefined)	-9	-8	-0.1	0.1
O=C(Cn1cc(NC(=O)c2ccsc2)cn1)NCc1ccc2c(c1)OCO2	15	0	-0.1	-0.4
Cc1ccc(OCCCCNCCN)c(Br)c1	-5	12	-0.1	-0.9
C=CCSc1nc(CC)nc2c1c(=O)n(C)c(=O)n2C	-5	0	0.1	2.4
CCc1ccccc1NC(=O)CCCN1C(=S)NC(C)(C)CC1C (centres undefined)	-3	5	-0.2	-0.3
O=C1c2ccccc2C(=O)N1c1ccccc1I	4	-4	0.2	-0.5
Cc1cccc(Nc2nnc(-c3ccc(C)c(S(=O)(=O)NCCO)c3)c3ccccc23)c1	-5	22	-0.1	0.6
O=C(c1cnn2c(C(F)(F)F)cc(-c3ccc(Br)cc3)nc12)N(Cc1ccccc1)c1ccccc1	15	-3	0.0	0.6
CCOC(=O)C1=C(CC)NC2=C(C(=O)CCC2)C1c1ccc(OC)c(Br)c1 (centres undefined)	-6	0	0.1	0.3
Cc1nc2ccccn2c(=O)c1C(=O)NCc1ccccc1Br	7	0	0.8	-0.9
COc1ccc(CCN2CC3=C(C2=O)C(c2ccccc2)NC(=O)N3C)cc1 (centres undefined)	13	-4	0.2	1.5
O=C(Nc1cc([N+](=O)[O-])ccc1Cl)c1cc(I)ccc1Cl	-10	3	-0.2	0.4
COc1cccc(-n2c(=S)sc3c2nc(SCC(=O)Nc2nccs2)n2c4ccccc4nc32)c1	20	-15	0.1	-0.5
Cc1ccc(C2C3C(=O)N(c4ccc(F)cc4)C(=O)C3N3CCCN23)cc1 (centres undefined)	3	1	0.5	-0.6
Other results follow.
SMILES	MITF primary	TEAD-YAP block	FBW7 act	GPR151 activ
O=c1[nH]c(N2CCCC2)nc2c1CN(Cc1ccccc1F)CC2	14	-9	0.1	-0.6
O=C(Nc1nc(-c2ccc(I)cc2)cs1)c1ccc(S(=O)(=O)N2CCc3ccccc3C2)cc1	0	4	-0.1	-0.1
CCN(CC)c1ccc(/C=N/N2C(=O)c3ccccc3C2=O)cc1	-2	9	0.0	-0.3
O=S(=O)(CC1CC1(Cl)Cl)N(Cc1ccccc1)c1ccccc1 (centres undefined)	-1	3	0.1	-0.3
O=C(CNC(=O)c1ccco1)NCC(=O)OCC(=O)c1ccc(Br)cc1	-9	2	0.1	-0.2
COc1ccc(-c2cc(C(F)(F)F)n3ncc(C(=O)NCCc4c[nH]c5ccc(O)cc45)c3n2)cc1OC	17	31	0.1	-0.3
O=C(c1ccc(OC(F)(F)F)cc1)N1CCN2C(=O)[C@@H]3CCCN3C(=O)[C@H]2C1	-3	-2	0.0	0.2
CN(c1ccccc1)S(=O)(=O)c1ccc(C(=O)Oc2ccc3c(c2)OCO3)cc1	-1	-6	-0.1	-1.4
CCOC(=O)N1CCN(C(=O)c2sc3ncn(CC(=O)N4CCOCC4)c(=O)c3c2C)CC1	3	6	0.3	-1.1
CC(c1ccc(F)cc1)n1cc(C(=O)NCCCc2nc3ccccc3[nH]2)nn1 (centres undefined)	3	12	0.1	-0.2
Cc1cccc(NC(=O)Cc2ccccc2)c1	-7	-24	-0.1	-0.9
CCOC(=O)c1c(NC(=O)COc2ccc3c(C)cc(=O)oc3c2)sc2c1CCCCC2	9	16	0.1	1.3
COc1ccccc1-c1nc2n(n1)C(c1ccccn1)C(C(=O)Nc1cccnc1)=C(C)N2 (centres undefined)	-1	-7	0.0	1.5
Cc1ccc(-c2nc(NCCO)c3ccccc3n2)cc1	6	-4	-0.1	0.7
CCOc1ccc(-c2csc(/C(C#N)=C/c3ccc(N(C)C)cc3)n2)cc1	0	7	0.0	-0.5
COc1ccc(-c2noc(N3CCC(C(=O)Nc4cc(Cl)ccc4OC)CC3)n2)cc1	4	3	0.0	1.9
CN(Cc1nc(-c2ccccc2)no1)S(=O)(=O)c1ccccc1	5	-20	0.0	1.8
Cc1c(N(C)C(=O)c2ccc(Br)cc2)c(=O)n(-c2ccccc2)n1C	5	16	0.0	-0.8
CCOC(=O)CN(c1cccc(C)c1)S(=O)(=O)c1ccccc1	11	15	0.2	-1.4
CCn1c(SCC(=O)Nc2ccc(N)cc2C)nnc1-c1cccs1	13	9	0.1	0.6
COC(=O)c1c(NC(=O)CSc2nccn2C)sc2c1CCC(C(C)(C)C)C2 (centres undefined)	7	-5	0.0	0.4
Cc1c(C(=O)Nc2c(F)cc(F)cc2Br)sc2ncn(CC(=O)N3CCCCC3)c(=O)c12	24	-12	0.3	-1.0
CC(=O)c1c(C)[nH]c(C(=O)CSc2nnc(N)s2)c1C	8	1	-0.1	-0.3
CC(=O)c1c(C)n(C)c2ccc(OC(=O)c3ccccc3[N+](=O)[O-])cc12	0	1	-0.3	0.2
CCNC(=O)N1CCN(Cc2nc(-c3ccccc3)cs2)CC1	-1	-14	0.3	0.0

An excerpt of these results, as labelled records.
> COc1ccc(-c2cc(C(F)(F)F)n3ncc(C(=O)NCCc4c[nH]c5ccc(O)cc45)c3n2)cc1OC
  MITF primary: 17
  TEAD-YAP block: 31
  FBW7 act: 0.1
  GPR151 activ: -0.3
> O=C(c1ccc(OC(F)(F)F)cc1)N1CCN2C(=O)[C@@H]3CCCN3C(=O)[C@H]2C1
  MITF primary: -3
  TEAD-YAP block: -2
  FBW7 act: 0.0
  GPR151 activ: 0.2

Next part:
SMILES	MITF primary	TEAD-YAP block	FBW7 act	GPR151 activ
CCCCCC1(C)NC(=S)N(c2ccc(Cl)cc2)N1 (centres undefined)	0	-5	0.1	-0.2
NC(=O)c1ccccc1NC(=S)NC(=O)Cc1ccccc1	-12	5	0.0	0.8
COc1ccc(NC(=O)CSC2=C(C#N)C(c3ccco3)C(C(N)=O)=C(C)N2)cc1 (centres undefined)	2	11	-0.1	-1.0
CCN(CC)c1ccc(/C=N\NC(=O)Cc2cccs2)c(O)c1	5	-14	-0.3	3.0
C=C(C)CNC(=S)N/N=C/c1cc(OC)c(OC)cc1OC	14	6	0.0	-1.6
Cc1c(NC(=O)c2cccc([N+](=O)[O-])c2C)cccc1C(=O)O	14	-10	0.1	-0.1
O=C(NCc1ccccc1Cl)C1CCCN(C(=O)NC2CC2)C1 (centres undefined)	4	-9	-0.2	3.8
CCOC(=O)NCN1C(=O)C2C3C=CC(C3)C2C1=O (centres undefined)	17	9	0.5	-2.8
COc1ccc(-c2nsc(SCC(N)=O)n2)cc1	13	-40	0.0	-1.0
CC(C)(O)C(=O)NNC(=S)NCc1ccco1	11	6	-0.2	-0.1
O=C(NCCc1ccccc1)c1ccc2c(c1)NC(=O)C(CSCc1c(F)cccc1Cl)N2 (centres undefined)	-9	4	0.4	-0.2
O=C(CSc1nc2ccc(NC(=O)c3ccccc3Br)cc2s1)NCCOc1ccccc1	0	-3	0.1	-0.9
C=CCNC(=O)c1ccc(-c2ccco2)nc1N1CCN(C(=O)c2ccco2)CC1	7	12	0.1	1.0
C=CCOC(=O)C1=C(C)Nc2c(c(=O)n(C)c(=O)n2C)C1c1cccc(Cl)c1 (centres undefined)	-6	3	0.0	-0.1
COC(=O)C1=CN(c2ccc(F)cc2)C=C(C(=O)OC)C1c1ccc(Cl)s1	-13	-5	0.2	1.3
CC(=O)NCc1c(C)ncc2c1CCN(C(=O)C1CC(=O)c3ccccc31)C2 (centres undefined)	-18	-10	-0.1	4.1
O=C(c1ccc2c(=O)n(C3CCCCC3)c(=S)[nH]c2c1)N1CCOCC1	5	-2	-0.1	-1.6
Oc1ccc(Cl)cc1C1CC(c2ccc3c(c2)OCO3)=NC(c2cc(Br)ccc2F)N1 (centres undefined)	9	-9	0.6	-0.7
O=C1CCC(CCNCc2cc3c(cc2Cl)OCO3)N1CCc1ccccc1 (centres undefined)	-10	-3	-0.2	-0.4

Entries listed so far that have bromine, in the order listed:
SMILES	MITF primary	TEAD-YAP block	FBW7 act	GPR151 activ
COc1ccc(OCC(=O)N/N=C/c2cc(Cl)ccc2O)c(Br)c1	-6	6	-0.1	-0.1
CC(C)(C)c1cc(C(=O)N/N=C\c2ccccc2Br)n[nH]1	11	-30	1.0	1.5
Cc1cc(Br)ccc1NS(=O)(=O)N(C)C	-7	1	0.0	0.2
CCOC(=O)N1CCN(C(c2ccc(Br)cc2)c2sc3nc(CC)nn3c2O)CC1 (centres undefined)	10	9	-0.1	0.1
Cc1ccc(OCCCCNCCN)c(Br)c1	-5	12	-0.1	-0.9
O=C(c1cnn2c(C(F)(F)F)cc(-c3ccc(Br)cc3)nc12)N(Cc1ccccc1)c1ccccc1	15	-3	0.0	0.6
CCOC(=O)C1=C(CC)NC2=C(C(=O)CCC2)C1c1ccc(OC)c(Br)c1 (centres undefined)	-6	0	0.1	0.3
Cc1nc2ccccn2c(=O)c1C(=O)NCc1ccccc1Br	7	0	0.8	-0.9
O=C(CNC(=O)c1ccco1)NCC(=O)OCC(=O)c1ccc(Br)cc1	-9	2	0.1	-0.2
Cc1c(N(C)C(=O)c2ccc(Br)cc2)c(=O)n(-c2ccccc2)n1C	5	16	0.0	-0.8
Cc1c(C(=O)Nc2c(F)cc(F)cc2Br)sc2ncn(CC(=O)N3CCCCC3)c(=O)c12	24	-12	0.3	-1.0
O=C(CSc1nc2ccc(NC(=O)c3ccccc3Br)cc2s1)NCCOc1ccccc1	0	-3	0.1	-0.9
Oc1ccc(Cl)cc1C1CC(c2ccc3c(c2)OCO3)=NC(c2cc(Br)ccc2F)N1 (centres undefined)	9	-9	0.6	-0.7
